ALOX15B inhib: qHTS Assay for Inhibitors of 15-hLO-2 (15-human lipoxygenase 2); actives 0.56% (n = 110,000); Polyunsaturated fatty acid lipoxygenase ALOX15B (Homo sapiens), O15296; purified 15hLO-2, xylenol orange hydroperoxide absorbance; Potency, µM (top dose mostly 57.1 µM), inactives show at the highest dose activity change, negative = inhibition, actives largely listed as inhibitors; further: potency means the concentration at half of the fitted maximal effect; nearly all actives have a fitted effect of over 60% in size; many of its hits are not listed in these tables
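Enzyme 50 nM, AA 45 uM, 25 mM Hepes pH 7.5 + 0.01% Triton X-100; cpd preinc 15 min RT, rxn 90 min RT; stop/detect with 200 uM XO + 300 uM Fe(II) in 50 mM H2SO4, 30 min; A573/A405.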
IMPase cell inh: qHTS Assay for Identifying the Cell-Membrane Permeable IMPase Inhibitors; Inositol monophosphatase 1 (Rattus norvegicus), P97697; CHO-M1 cells, IP1 accumulation, HTRF TR-FRET ratio; inhibition (IP1 accumulation), % at 46.1 µM; 120,000 tested, under 10 active; active means well fitted curve in the direction sought with a large enough effect in the signal ratio, not every such curve was filed as active; inconclusive means small, poorly fitted or top-dose-only effect, or a change in a side signal; inactive means no such curve, though single readings can be large or run the other way; the % refers to the signal ratio;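 further: cells stimulated with carbachol in lithium chloride buffer; plate controls were DMSO basal wells for no effect and reference inhibitor wells for full effect; higher means more IMPase inhibition seen as more IP1 and lower FRET ratio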
Target sequence (P97697 whole entry, looked up): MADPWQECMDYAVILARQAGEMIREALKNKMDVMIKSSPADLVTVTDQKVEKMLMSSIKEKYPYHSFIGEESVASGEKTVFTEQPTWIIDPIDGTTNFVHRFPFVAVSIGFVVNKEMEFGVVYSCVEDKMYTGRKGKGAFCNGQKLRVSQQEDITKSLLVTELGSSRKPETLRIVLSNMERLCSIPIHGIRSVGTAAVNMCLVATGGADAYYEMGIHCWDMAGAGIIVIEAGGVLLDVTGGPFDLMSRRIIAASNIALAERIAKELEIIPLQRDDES
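The IP-One HTRF competitive assay in carbachol-stimulated CHO-M1 cells quantifies cellular IP1. Compounds spanned up to 46 uM final, and activity is expressed as AC50 from concentration-response fits of the ratio and donor data.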
PNC assembly inh: High Content Assay for Compounds that inhibit the Assembly of the Perinucleolar Compartment | PC3M PTB-GFP, PNC prevalence imaging, 16 h; hits give low values | activity change (PNC), negative = inhibition, % at 10 µM | actives 3.1% (n = 140,000) | AID 2417, 2010;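 active means readout at or below -70, meaning at least 70% loss of cells showing the perinucleolar compartment, a nuclear body marking cancer cells; inconclusive means readout between -30 and a set limit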;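 further: plate controls were DMSO wells for no effect and camptothecin positive control wells for full effect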
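PC3M cells stably expressing PTB-GFP, 750–1000 cells/well, treated 16 h at 37 °C with compound (23 nl of library stock), in duplicate. After paraformaldehyde fixation and Hoechst stain, imaged at 20x; PNC prevalence scored by image analysis.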
ALOX12 inhib: qHTS Assay for Inhibitors of 12-hLO (12-human lipoxygenase) | Polyunsaturated fatty acid lipoxygenase ALOX12 (Homo sapiens), P18054 | Potency, µM (series often up to 57.1 µM), for the others: top-dose activity change, negative = inhibition, usual class: inhibitors | actives 0.12% (n = 150,000) | purified 12-hLO, xylenol orange hydroperoxide absorbance | AID 1452, 2008; further: potency means the concentration at half of the fitted maximal effect; nearly all actives have a fitted effect of over 55% in size; many of its hits are not listed in these tables
Target sequence (P18054 whole entry, looked up): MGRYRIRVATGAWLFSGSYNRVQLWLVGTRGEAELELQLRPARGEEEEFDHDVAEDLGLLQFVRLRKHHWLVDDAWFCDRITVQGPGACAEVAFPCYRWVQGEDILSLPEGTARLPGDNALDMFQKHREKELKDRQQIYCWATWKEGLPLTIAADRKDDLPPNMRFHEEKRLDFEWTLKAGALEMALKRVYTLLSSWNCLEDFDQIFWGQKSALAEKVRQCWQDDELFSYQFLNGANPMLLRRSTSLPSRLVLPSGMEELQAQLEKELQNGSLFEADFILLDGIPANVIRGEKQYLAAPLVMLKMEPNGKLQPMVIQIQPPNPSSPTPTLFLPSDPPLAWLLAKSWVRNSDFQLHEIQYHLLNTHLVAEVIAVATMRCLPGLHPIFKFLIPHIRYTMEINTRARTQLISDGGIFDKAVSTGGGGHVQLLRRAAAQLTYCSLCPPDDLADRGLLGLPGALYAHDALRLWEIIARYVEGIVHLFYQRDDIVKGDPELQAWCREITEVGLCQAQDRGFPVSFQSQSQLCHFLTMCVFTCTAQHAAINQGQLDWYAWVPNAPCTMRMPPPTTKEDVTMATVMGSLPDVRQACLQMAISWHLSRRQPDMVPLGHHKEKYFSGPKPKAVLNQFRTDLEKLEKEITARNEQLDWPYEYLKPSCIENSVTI
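Purified human 12hLO (150 nM final) was preincubated with compounds for 15 min at room temperature in 25 mM Hepes pH 7.0, 0.01% Triton X-100, then reacted with 40 uM arachidonic acid for 30 min. Hydroperoxide was detected with ferrous iron/xylenol orange.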
* hit, by the source's call; ? = inconclusive; . = not tested or not shown; & = joins results of further samples; [ ] = another dose, or the depositor's remark. Unless noted, the call rests on the fitted dose curve; in most records, active means well fitted curve in the direction sought with a large enough effect; inconclusive means small, poorly fitted or top-dose-only effect, or another doubt; inactive means no such curve, though single readings can be large; an effect the other way counts as inactive or inconclusive. Unless noted, on the % scale 0 is the no-effect control and ±100 the full control effect.

Below each SMILES: ALOX15B inhib	IMPase cell inh	PNC assembly inh	ALOX12 inhib
> COc1ccc(-c2nc(C#N)c(NCc3ccc(C)cc3)o2)cc1OC
→ 0%	-1	-24	-5%
> O=C(CSc1nnc(-c2ccccc2O)n1Cc1ccccc1)NNC(=O)c1ccccc1O
→ .	.	31	3%
> Cc1cc(C)n(S(=O)(=O)Cc2ccccc2)n1
→ 1%	4	?	0%
> CCN(CC)S(=O)(=O)c1ccc(N2CCN(S(=O)(=O)c3ccccc3C#N)CC2)nc1
→ -8%	8	17	-3%
> O=C(Cn1c(=O)n(-c2ccc(F)cc2)c(=O)c2sccc21)c1ccccc1
→ .	7	-22	-9%
> CCC(=O)N1CCc2cc(S(=O)(=O)NC(Cc3ccccc3)C(=O)NC3CCCCC3C)ccc21 (stereo unspecified)
→ -5%	5	-21	-2%
> CCOc1cc(C(=O)OCC(=O)Nc2ccc(Cl)cn2)ccc1OCC(=O)N1CCOCC1
→ .	.	42	-1%
> Cn1c(C(=O)NCc2ccccc2)cc2oc3ccccc3c21
→ 2%	13	-106*	-1%
> Cc1ccccc1-c1nc(CN2CCC(C(=O)NCCCN3CC(C)CC(C)C3)CC2)c(C)o1 (stereo unspecified)
→ 54%[activator]	6	?	5%
> COC(=O)C1=C(C)N=C2SCCC(=O)N2C1c1cc(Br)ccc1OC (stereo unspecified)
→ 2%	3	-5	-8%
> COc1ccc(CCNC(=O)COc2ccc(S(=O)(=O)NC3CCCCC3)cc2Cl)cc1
→ 1%	-18	-21	-2%
> Cc1ccc(-c2noc(CCC(=O)Nc3ccccc3C)n2)cc1
→ -3%	3	7	-2%
> COc1ccc(C2(CNC(=O)c3cc([N+](=O)[O-])cc([N+](=O)[O-])c3)CCCC2)cc1OC
→ .	.	61	-4%
> O=C(CN1C(=O)NC(Cc2ccccc2)(Cc2ccccc2)C1=O)NCC1CCCCC1
→ -2%	-2	-6	2%
> CC(C)Cn1c(C(C)NC(=O)Cc2ccccc2)nc2ccccc21 (stereo unspecified)
→ -1%	2	?	2%
> NC1=NS(=O)(=O)NC1c1ccc(Cl)cc1 (stereo unspecified)
→ -3%	8	-13	-1%
> Cc1ccc(-n2nc(C)cc2NC(=O)c2ccc(C)s2)cc1
→ -4%	5	-2	6%
> C=CCn1c(SCc2c(Cl)cccc2Cl)nnc1-c1cccnc1
→ 1%	3	-6	1%
> CCC1CCCCN1C(=O)COC(=O)c1cc2ccccc2cc1O (stereo unspecified)
→ -8%	7	-23	-8%
> CC1(C)CC(=O)C=C(Nc2ccc(OCC(F)(F)C(F)F)cc2)C1
→ 8%	-7	22	-1%
> Cn1ncc([N+](=O)[O-])c1C(=O)Nc1nc2ccccc2n1CCN1CCCCC1
→ 41%[activator]	8	-4	-1%
> CCOC(=O)C1=C(O)C(=O)NC(c2ccccc2)=C(OCC)C1
→ .	.	24	-3%
> CCOc1cc2[nH]c(=S)n(CCN3CCCCC3C)c(=O)c2cc1OCC (stereo unspecified)
→ 19%	-1	?	-11%
> COC(=O)c1ccc2ccn(CC(=O)NC(C)C)c2c1
→ 3%	-8	4	-8%
> COCCNC(=O)Nc1ccc2nc(C)sc2c1
→ .	.	1	-3%
> N/C(=N\c1nc2ccccc2o1)NC(=O)c1ccccc1F
→ 7%	-1	12	-7%
> Cc1onc(-c2ccccc2Cl)c1C(N)=O
→ -5%	-8	-29	-4%
> CC/C(=N\OC(=O)c1ccc(OC(C)C)cc1)c1ccc(C)cc1
→ 7%	4	22	-2%
> Nn1c(SCC(=O)Nc2ccc(S(=O)(=O)N3CCCC3)cc2)nnc1C(F)(F)F
→ 11%[2.29 µM]	1	6	-2%
> CC(/C=C/c1ccc(C)o1)=C\C(=O)O
→ 19%	-1	6	1%
> COc1ccccc1NC(=O)c1ccc(-c2ccccc2F)o1
→ -17%	8	-17	1%
> Cc1ccc(C(=O)OCC(=O)Nc2ccccc2)cc1NC(=O)c1ccco1
→ 5%	0	19	-2%
> COc1ccc(CNC(=O)COC(=O)c2n[nH]c3ccccc23)cc1OC
→ .	12	-10	5%
> CCc1nnc(NS(=O)(=O)c2ccc(NS(=O)(=O)c3ccc(NC(C)=O)cc3)cc2)s1
→ -5%	-1	?	6%
> CCOC(=O)c1c(C)[nH]c(N=Nc2ccccc2)c1C
→ -6%	14	-21	-11%
> CCn1c(=O)cc(OCC(=O)Nc2nc(C)cs2)c2ccccc21
→ -2%	-8	29	7%
> O=C(CN1C(=O)NC2(CCCC2)C1=O)Nc1ccc(F)cc1
→ 0%	2	17	2%
> COCCCn1c(SCC(=O)NC2CCCC2)nnc1-c1ccco1
→ 4%	-8	-107*	2%
> Cc1ccc(CSCC(=O)N2CCN(c3ccccc3)CC2)cc1
→ .	.	9	-2%
> CC(=O)N1CCC[C@@]2(CCN(Cc3ccc(C#N)cc3)C2)C1
→ -2%	.	.	2%
> NC(=O)C(c1ccccc1)c1ncc(C(F)(F)F)cc1Cl (stereo unspecified)
→ .	0	60	3%
> COC(=O)c1ccccc1Nc1ccccc1
→ 11%	7	12	-6%
> O=C(c1cccc(-n2cnnn2)c1)N1CC=C(c2ccccc2)CC1
→ 19%	4	-3	-2%
> CN(C)CCOCCSc1ccc(Cl)cc1
→ 17%	-3	19	3%
> Cn1c(=O)[nH]c2cc3ccccc3cc21
→ .	4	8	-3%
> CC1(C)NC(=O)N(CC(O)CN2C(=O)CCC2=O)C1=O (stereo unspecified)
→ -2%	-8	?	-5%
> O=C(NC(=S)NC(=O)c1ccccc1F)c1ccccc1F
→ .	0	9	-14%
> CCOC(=O)NC(NCc1ccccc1)(C(F)(F)F)C(F)(F)F
→ .	-11	?	-4%
> O=C(CNC(=O)c1ccccc1F)OCC(=O)N1CCCc2ccccc21
→ .	2	-11	2%
> O=C(Cc1nc2ccccc2[nH]1)N/N=C/c1ccccc1
→ .	-17	-13	6%
> O=C(NC(=O)c1ccc(Cl)cc1)OC1CCCCC1
→ .	.	?	1%
> COc1ccc(C(=O)NCCc2ccc(S(N)(=O)=O)cc2)cc1OC
→ -4%	-4	30	3%
> O=C(/C=C/c1c(Cl)cccc1Cl)Nc1ccncc1
→ 15%	-2	-4	-4%
> COc1ccc(/C=N/NS(=O)(=O)c2ccccc2)cc1OS(=O)(=O)c1ccccc1
→ -10%	-1	-24	-2%
> COc1ccc(NC(=O)C2CCN(S(C)(=O)=O)CC2)cc1
→ -10%	5	?	13%
> Clc1ccc(COc2ccccc2CNCc2cccnc2)cc1
→ 42%[activator]	7	16	4%
> Cc1ccccc1S(=O)(=O)Cc1ccc(C(=O)NCc2cccs2)o1
→ 1%	0	28	7%
> Cc1sc2nc(CSc3nnc(Cc4cccs4)n3C3CCCCC3)[nH]c(=O)c2c1C
→ ?	-3	-14	-1%
> C=CCn1c(SCC(=O)N2CCOCC2)nc(O)c(Cc2ccccc2)c1=O
→ 3%	4	-20	-3%
> CC(=O)Nc1ccc(-c2cc(NC(C)=O)n(-c3ccccc3)n2)cc1
→ -2%	4	4	5%

Whole records from above. Screens in order: ALOX15B inhib, IMPase cell inh, PNC assembly inh, ALOX12 inhib
Profile of COC(=O)c1ccccc1Nc1ccccc1 = 11%, 7, 12, -6%
Profile of COc1ccc(/C=N/NS(=O)(=O)c2ccccc2)cc1OS(=O)(=O)c1ccccc1 = -10%, -1, -24, -2%
Profile of Cc1ccc(C(=O)OCC(=O)Nc2ccccc2)cc1NC(=O)c1ccco1 = 5%, 0, 19, -2%

(continued)
Below each SMILES: ALOX15B inhib	IMPase cell inh	PNC assembly inh	ALOX12 inhib
> Cc1ccc(OC(C)C(=O)N2CCCc3ccccc32)cc1 (stereo unspecified)
→ -8%	-3	27	-6%
> COc1ccc(C2N=C(N)N=C(N)N2c2ccccc2OC)cc1OC (stereo unspecified)
→ 5%	1	35	4%
> COc1ccc(S(=O)(=O)CCC(=O)NCCc2ccc(C)cc2)cc1
→ -8%	7	24	0%
> CC(=O)c1cccc(NC(=O)C2CCN(S(=O)(=O)c3ccccc3)CC2)c1
→ 5%	11&8	0	2%
> O=C(NCc1ccc2c(c1)OCO2)C1CCN(S(=O)(=O)N2CCOCC2)CC1
→ .	.	68	-1%
> O=C(COC(=O)c1ccc2c(c1)OCCO2)NCc1ccccc1
→ -5%	-4	10	2%
> Nc1c(C(=O)NCc2ccccc2)sc2nc3c(cc12)C(=O)CCC3
→ -4%	3	-14	-4%
> CCOC(=O)/C(C(=O)Nc1ccc(Cl)cc1Cl)=C1/NC(C)(C)Cc2ccccc21
→ .	12	-8	-6%
> CC(C)=NOc1cc(NC(=O)CCl)cc([N+](=O)[O-])c1
→ .	.	20	-2%
> Cc1cc(C)n(C(=O)c2ccc(C)c(S(=O)(=O)N3CCCC3)c2)n1
→ -5%	-6	-12	1%
> CCOc1ccc(-c2[nH]ncc2-c2csc(C)n2)c(O)c1
→ .	1	-14	-1%
> COC(=O)CSc1nnc(CCc2nc3ccccc3[nH]2)n1C
→ .	?	-14	-4%
> Cc1nc2c(-c3ccc(F)cc3)c(C)nn2c(C)c1CCC(=O)N1CCC(Cc2ccccc2)CC1
→ 5%	6	?	6%
> Cc1ccc(S(=O)(=O)N2CCN(CC(=O)N/N=C\c3cccnc3)CC2)cc1
→ .	6	?	-3%
> CCC1=C(OC(=O)N(CC)CC)N2C(=O)OC(=NCC3CC3)[C@]2(C)[C@H]2C1=CC[C@H]1C(=O)NC(=O)[C@H]12
→ -1%	.	.	-3%
> Cc1ccc(S(=O)(=O)N2CCN(C(=O)CN3CCCCC3)C2C(C)C)cc1 (stereo unspecified)
→ -3%	3	?	4%
> COc1ccccc1CNc1ncnc2c1nnn2Cc1ccccc1
→ 11%	2	18	-9%
> N#C/C(=C\c1ccccc1)C(=O)N(c1ccccn1)C1CCCCC1
→ .	.	?	-3%
> O=C1N/C(=N/c2ccccn2)SC1Cc1ccccc1 (stereo unspecified)
→ -3%	4	40	-21%
> Cc1nn(Cc2ccc(F)cc2)c2sc(C(=O)Nc3ccccc3N3CCOCC3)cc12
→ .	.	21	2%
> Cc1ccc(C)c(-c2cc(C(=O)Nc3sc(C)c(C)c3C(N)=O)c3ccccc3n2)c1
→ 8%	8	2	-9%
> CCOC(=O)c1c(C)sc2c1N(C(=O)CN1CCOCC1)c1cc(Cl)ccc1S2
→ 16%	1	-22	-2%
> Cc1ccc(S(=O)(=O)c2nc(Nc3nccs3)sc2Cl)cc1
→ 11%	-2	?	-4%
> CN(C)CCN1C(=O)c2oc3ccccc3c(=O)c2C1c1ccc(F)cc1 (stereo unspecified)
→ 8%	-1	?	-16%
> Cn1c(NC(=O)c2ccco2)c(-c2ccccc2Cl)c(=O)c2ccccc21
→ 1%	7	?	-1%
> CC(=O)OC1CC[C@]2(C)C(CC(OC(C)=O)[C@@]3(C)C4=CC(=O)OC(c5ccoc5)[C@]4(C)CCC23)C1(C)C (stereo partly specified)
→ -11%&-20%&-22%	.	.	-12%&-2%&-1%
> O=C(Nc1cccc(Cl)c1N1CCCC1)c1cc2ccccc2o1
→ 27%	6	18	18%
> Cc1cccc(Nc2nc3c(S(=O)(=O)c4ccccc4)nnn3c3ccccc23)c1C
→ .	.	31	1%
> CCOC(=O)/C(C#N)=C1/C=CN(Cc2ccccc2)C=N1
→ -8%	-9	?	4%
> CN(c1ccccc1C(=O)Nc1cccc(Cl)c1Cl)S(C)(=O)=O
→ -6%	1	13	-1%
> Cc1cc(=O)[nH]c(SCC(=O)Nc2nc3c(s2)CCCC3)n1
→ -3%	-9	-29	-2%
> COC(=O)c1ccccc1NC=C1C(=O)OC2(CCCCC2)OC1=O
→ -3%	3	?	-2%

Bioassay records deposited in PubChem by National Center for Advancing Translational Sciences (NCATS).
